Screening data: PubChem, several laboratories
MEKK2mut PB1 HTS: signal of MEK5 binding to mutant human MEKK2 PB1 domain. hit rate 0.35% among 290,000. AID 1530. percent response, % at 10 µM. bead flow cytometry, Alexa488-MEK5 binding to MEKK2 mutant; in the data active = percent response above about 24%, passing the limit was not always enough; note: inactives centre near 1; some results filed as inactive read as strong as hits; reference of the scale not given here
NALP1 yeast inh: blocks the NALP1 inflammasome reconstituted in yeast | S. cerevisiae NALP1/ASC/caspase-1 growth, X-gal OD620, 72 h | inhibition, % at 10 µM | hit rate 0.61% among 280,000; in the data active = inhibition mostly above about 24%, no sharp cut-off; inactive = mostly below about 32%; note: some compounds called inactive have numbers as strong as hits
MEKK2 WT-MEK5: raises or lowers MEK5 binding to wildtype human MEKK2 PB1 domain; bead flow cytometry, Alexa488-MEK5 binding to MEKK2 WT; actives lie on both sides; hit rate 1.1% among 290,000; binding response (% of control), % at 10 µM; AID 1531; Q9Y2U5; in the data active = binding response below about 67% or above about 130%
IDE inh: inhibits human insulin-degrading enzyme in HEK cells; inhibition, % at 5.59 µM; AID 434962; FAbetaB cleavage, fluorescence polarization; P14735; hit rate 0.41% among 320,000;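 active = percent inhibition above the average of all tested compounds plus 3 SD, set per screening campaign, cut at about 16% in these data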;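 note: IDE supplied by intact live HEK cells; FP after avidin binding of uncleaved biotin substrate so inhibition keeps polarization high; 0% = DMSO wells and 100% = 60 µM reference IDE inhibitor Ii1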
MEKK3 PB1 HTS: modulators (inhibitors or enhancers) of MEK5 binding to human MEKK3 PB1 domain | Q99759 | bead-based flow cytometry, Alexa488-MEK5 binding to MEKK3; actives lie on both sides; 0 = blocked by unlabeled MEK5, 100 = vehicle | binding response (% of control), % at 10 µM | hit rate 1.4% among 290,000;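 active = binding response more than 3 SD above or below the average of its plate-row segment, actives on both sides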;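 note: Alexa488 bead fluorescence after subtracting the streptavidin-only scavenger bead signal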
Target sequence (Q99759 whole entry, looked up, the tested form may be a part): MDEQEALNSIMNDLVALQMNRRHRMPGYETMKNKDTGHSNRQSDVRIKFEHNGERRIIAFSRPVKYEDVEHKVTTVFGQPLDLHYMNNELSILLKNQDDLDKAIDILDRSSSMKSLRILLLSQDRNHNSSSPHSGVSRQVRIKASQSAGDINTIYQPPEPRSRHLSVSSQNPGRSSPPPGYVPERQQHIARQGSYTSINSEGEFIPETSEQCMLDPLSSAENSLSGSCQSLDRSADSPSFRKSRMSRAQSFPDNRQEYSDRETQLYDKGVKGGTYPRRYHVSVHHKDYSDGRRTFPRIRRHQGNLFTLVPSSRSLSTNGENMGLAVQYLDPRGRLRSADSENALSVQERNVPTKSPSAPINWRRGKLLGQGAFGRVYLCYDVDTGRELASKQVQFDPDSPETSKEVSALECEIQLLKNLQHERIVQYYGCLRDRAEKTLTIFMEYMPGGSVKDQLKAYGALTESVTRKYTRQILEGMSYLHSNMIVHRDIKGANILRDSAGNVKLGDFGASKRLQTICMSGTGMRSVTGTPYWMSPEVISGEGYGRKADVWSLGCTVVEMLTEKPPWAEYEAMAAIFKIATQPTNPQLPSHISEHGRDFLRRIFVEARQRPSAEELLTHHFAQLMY
IDE cell activ: activators of human insulin-degrading enzyme in cells; hit rate 0.073% among 340,000; HEK cells, FAbeta-B cleavage, fluorescence polarization; 0% vehicle, 100% cell-free pure enzyme wells; P14735; activation, % at 5.96 µM;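 active = activation above the mean of all tested compounds plus 3 SD, set per screening campaign, cut at about 17% in these data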
M18AAP inhibitor: blocks P. falciparum M18 aspartyl aminopeptidase | hit rate 1.2% among 290,000 | inhibition, % at 7.35 µM | recombinant PfM18AAP, H-Glu-NHMec fluorogenic cleavage | AID 1822;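 active = inhibition above the campaign mean inhibition over all tested compounds plus 3 SD, cut at about 28% in these data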;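 note: 0% = plate median of test compound wells and 100% = 2 mM ZnCl2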
p-CIP stab down: compounds decreasing mouse p/CIP protein stability | F442A p/CIP-EGFP cells, EGFP fluorescence, 16 h | decrease of EGFP signal, % at 10 µM | AID 1984 | Q05BA5 | hit rate 0.01% among 290,000;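 active = EGFP signal decrease of at least 30% at 10 µM or well 3 SD below plate mean, unless failing retest; inactive = the rest, including hits failing retest or dose response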; note: some compounds called inactive have numbers as strong as hits; many of its hits are not listed in these tables
SUMO HTRF inh: inhibitors of human SUMOylation (UBC9); P63279; HTRF SUMOylation assay, SAE1/SAE2 + UBC9, in vitro; inhibition, % at 35 µM; hit rate 0.36% among 290,000; AID 2006; in the data active = inhibition above about 50%, passing the limit was not always enough; note: strong numbers were not always called active
Target sequence (P63279 whole entry, looked up): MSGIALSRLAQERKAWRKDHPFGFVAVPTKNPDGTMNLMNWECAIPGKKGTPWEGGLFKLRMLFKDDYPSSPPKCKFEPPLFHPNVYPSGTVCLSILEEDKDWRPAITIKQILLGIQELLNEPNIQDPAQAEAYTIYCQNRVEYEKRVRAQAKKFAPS
* = called active by the depositor; x = no result given; [ ] = dose if it differs, or a comment.

Field names: A = MEKK2mut PB1 HTS; B = NALP1 yeast inh; C = MEKK2 WT-MEK5; D = IDE inh; E = MEKK3 PB1 HTS; F = IDE cell activ; G = M18AAP inhibitor; H = p-CIP stab down; I = SUMO HTRF inh
Cc1c(C(=O)Oc2ccc(-c3cnc4ccccc4n3)cc2)cccc1[N+](=O)[O-]
  A: -1; B: 6; C: 102; D: 7; E: 103; F: -7; G: 8; H: -13; I: 21
CCCCc1ccc(NS(=O)(=O)c2cccs2)cc1
  A: 2; B: -7; C: 97; D: -4; E: 102; F: -2; G: 1; H: 3; I: 9
O=S(=O)(NCc1cccnc1)c1ccc(Cl)cc1
  A: 1; B: -4; C: 104; D: 2; E: 105; F: 0; G: 4; H: -6; I: 7
COc1ccccc1N1CCN(C(=O)CC2NC3CCCCC3NC2=O)CC1 (stereo unspecified)
  A: x; B: 2; C: x; D: -3; E: x; F: x; G: 2; H: 9; I: 12
Cc1ccc(Sc2cnc3ccccc3n2)cc1
  A: 4; B: 22; C: 98; D: 1; E: 101; F: -2; G: 4; H: -6; I: 13
O=C(NCCn1cc(SCc2ccccc2)c2ccccc21)c1c(F)cccc1F
  A: 4; B: 21; C: 101; D: -3; E: 101; F: 4; G: 8; H: -3; I: -20
Cc1cc(-n2cccn2)ccc1CN1CCN(C2CCCC2)C(CCO)C1 (stereo unspecified)
  A: 1; B: 11; C: 102; D: -1; E: 102; F: 2; G: -3; H: 5; I: 6
CC1=C(C(=O)N(C)C)C(c2ccc(Cl)c(Cl)c2)NC(=O)N1 (stereo unspecified)
  A: 7; B: -3; C: 101; D: 0; E: 102; F: 3; G: -14; H: -1; I: -1
CCCC1CCC(=NNC(=O)OC(C)(C)C)CC1 (stereo unspecified)
  A: 4; B: 32; C: 99; D: 1; E: 96; F: -3; G: 0; H: 3; I: -13
C/C(=N\O)c1c(O)cc(-c2ccccc2)n(-c2ccccc2)c1=O
  A: 0; B: 5; C: 98; D: 1; E: 97; F: x; G: 3; H: -4; I: 0
Cc1cc(C(=O)OCC(=O)Nc2cccc(S(N)(=O)=O)c2)c2ccccc2n1
  A: -11; B: 18; C: 82; D: 0; E: 79; F: 4; G: -9; H: 0; I: 2
CC(=O)NC(CC(=O)NC12CC3CC(CC(C3)C1)C2)c1ccccc1 (stereo unspecified)
  A: -2; B: 27; C: 96; D: -10; E: 98; F: -4; G: -5; H: -9; I: 1
O=C(CCN1CCC(c2ccccc2)C1)c1cccs1 (stereo unspecified)
  A: -8; B: 0; C: 81; D: 0; E: 81*[inhibitor]; F: 2; G: 5; H: -1; I: 21
Cc1nnc(Sc2nc3c(c(=O)[nH]c(=O)n3C)n2CCCc2ccccc2)s1
  A: 8; B: 5; C: 110; D: x; E: 107; F: x; G: 0; H: 3; I: 3
c1ccc(N2CCN(c3nnc(Cc4cccnc4)c4ccccc34)CC2)nc1
  A: 7; B: 19; C: 106; D: -2; E: 104; F: 10; G: -2; H: -7; I: 11
COc1ccc(OC)c(-n2c(-c3cccc(C)c3)n[nH]c2=S)c1
  A: -4; B: -11; C: 110; D: -1; E: 121; F: 1; G: 13; H: -15; I: 7
Cc1nc2c(C(=O)Nc3ccc(N4CCCC(O)C4)cc3)snc2c(=O)[nH]1 (stereo unspecified)
  A: 6; B: x; C: 96; D: -3; E: 98; F: 9; G: 14; H: 0; I: 14
COc1ccc(OC)c(CC(=O)Nc2ccc3c(c2)CCC3)c1
  A: -3; B: 6; C: 98; D: 2; E: 97; F: 4; G: -4; H: 7; I: -6
COc1ccccc1NC(=S)N(Cc1cccs1)C1CCCC1
  A: 0; B: -9; C: 102; D: 6; E: 104; F: 2; G: -11; H: -1; I: -1
COC(=O)c1ccc(C(=O)OC)c(NC(=O)CCc2ccc(C)o2)c1
  A: 1; B: -19; C: 100; D: 0; E: 96; F: 2; G: 5; H: -15; I: 27
O=C(NC12CC3CC(CC(C3)C1)C2)c1ccc(COc2ccc(Cl)cc2[N+](=O)[O-])o1
  A: 12; B: -3; C: 106; D: -2; E: 105; F: 0; G: 0; H: 24; I: 8
Cc1ccc(NC(=O)C(Cc2ccccc2)n2cccc2)cc1 (stereo unspecified)
  A: -18; B: x; C: 97; D: -2; E: 89; F: 4; G: -5; H: -15; I: -6
Cc1cc(C)cc(OCC(=O)Nc2cnn(CCCC(=O)O)c2)c1
  A: -7; B: 3; C: 91; D: 3; E: 88; F: -5; G: 1; H: -6; I: -1
CCCS(=O)(=O)N1CCC(C(=O)NCc2cccnc2)CC1
  A: 2; B: 27; C: 105; D: 4; E: 100; F: 8; G: 1; H: -8; I: 0
COc1ccc(C2CC(c3ccccc3)=NN2S(=O)(=O)c2ccccc2)c(OC)c1 (stereo unspecified)
  A: 0; B: 29; C: 101; D: -1; E: 116; F: 1; G: 3; H: -2; I: -12
CC(=O)Nc1ccc(S(=O)(=O)N2CCC(Oc3ccc(-n4cnnn4)cc3)CC2)cc1
  A: 4; B: -8; C: 100; D: 2; E: 102; F: 7; G: -1; H: -10; I: -6
O=C(NCc1ccco1)c1ccc(S(=O)(=O)c2cccc(S(=O)(=O)N3CCOCC3)c2)cc1
  A: -10; B: 9; C: 85; D: 4; E: 79; F: 3; G: 3; H: 1; I: 1
O=[N+]([O-])c1ccc2c(c1)c1ccccc1n2CCO
  A: 25; B: x; C: 119; D: 4; E: 123; F: x; G: -1; H: -9; I: 5
CC(C)(C)c1ccc(OC(=O)Cn2c(C(F)(F)F)nc3ccccc32)cc1
  A: x; B: 3; C: x; D: 0; E: x; F: 3; G: -10; H: -19; I: -44
O=C(OC1C2CCC1C1CN(CCc3ccccc3)CC12)c1ccccc1 (stereo unspecified)
  A: 4; B: 25; C: 111; D: 3; E: 107; F: -3; G: 0; H: -8; I: 2
COc1ccc(S(=O)(=O)NC2CCCC2)cc1NC(C)=O
  A: 3; B: 4; C: 103; D: -1; E: 103; F: 4; G: -17; H: 1; I: 12
COc1ccc(NC(=O)CSc2nnc(Cc3cccn3C)n2-c2ccc(OC)cc2)cc1
  A: -1; B: 7; C: 97; D: 5; E: 97; F: 6; G: 7; H: -8; I: 19
CCOC(=O)C1CCN(C(=O)c2cc3ccccc3oc2=O)CC1
  A: 1; B: 7; C: 101; D: -5; E: 99; F: 5; G: -4; H: 3; I: -2
Cc1nn(Cc2ccc(C(=O)N3c4ccc(F)cc4CCC3C)o2)c(C)c1Br (stereo unspecified)
  A: -1; B: -4; C: 93; D: 5; E: 99; F: 5; G: 3; H: 4; I: -6
CCc1ccc(NC(=S)N2CCN(C)CC2)cc1
  A: -3; B: 19; C: 100; D: 0; E: 103; F: 0; G: 1; H: 4; I: -2
C=CCC(c1ccccc1)N(C(C)=O)c1ccco1 (stereo unspecified)
  A: -2; B: -5; C: 96; D: -4; E: 97; F: 4; G: 0; H: -8; I: 10
CN(Cc1n[nH]c(=S)n1C)S(=O)(=O)c1ccccc1
  A: 1; B: 16; C: 99; D: 0; E: 99; F: -2; G: 8; H: 1; I: 2
Fc1ccc(-c2nnc(N3CCOCC3)c3ccccc23)cc1F
  A: 1; B: 27; C: 98; D: 1; E: 98; F: 3; G: -12; H: -10; I: 4
O=C(N/N=C/c1ccco1)c1ccccc1OCc1ccccc1Cl
  A: 1; B: 33; C: 103; D: 4; E: 106; F: -6; G: -4; H: -5; I: 34
CC(C)c1cc(=O)n2[nH]c(N)nc2n1
  A: 0; B: -9; C: 98; D: -1; E: 104; F: 12; G: -2; H: -1; I: 5
COc1ccc(NC(=O)CSCC(=O)N=c2sccn2C)cc1
  A: 4; B: 15; C: 99; D: -2; E: 95; F: -4; G: 3; H: -19; I: 8
CCOC(=O)COc1ccc(S(=O)(=O)NCc2ccco2)cc1
  A: -4; B: 3; C: 93; D: 0; E: 92; F: 1; G: 9; H: 8; I: 11
COC(=O)c1ccccc1S(=O)(=O)Oc1ccc(-c2ccc(C(=O)O)cc2)cc1
  A: 1; B: -7; C: 104; D: 4; E: 102; F: -3; G: -4; H: 4; I: 14
CCn1cc(S(=O)(=O)c2ccc(C)cc2)[nH]c1=O
  A: -4; B: 18; C: 99; D: -6; E: 106; F: 7; G: -9; H: -2; I: 6
CCCCN(CCCC)CCNC(=O)c1cn(CC)c2ccc(S(=O)(=O)N3CCc4ccccc4C3)cc2c1=O
  A: 5; B: 25; C: 117; D: -1; E: 101; F: 7; G: 0; H: -3; I: -1
C=CCNc1ncnc2ccccc12
  A: 2; B: 5; C: 98; D: 1; E: 98; F: 2; G: -4; H: -15; I: 16
CCOc1nc(NC(C)C)nc(NC(C)C)n1
  A: 3; B: -3; C: 107; D: 0; E: 104; F: 5; G: 2; H: -13; I: 16
Cc1ccc2c(cnn2C(=O)CCC(=O)NCc2ccccc2Cl)c1
  A: 2; B: 11; C: 98; D: 0; E: 100; F: 8; G: 5; H: 14; I: 3
Cc1cc2ncc(C(=O)Nc3ccsc3C(=O)O)c(C)n2n1
  A: -12; B: -10; C: 80; D: 3; E: 85; F: 4; G: 12; H: 8; I: -1
CCCCNC(=O)c1cn(CC)c2cc(N3CCN(C(=O)c4ccco4)CC3)c(F)cc2c1=O
  A: 2; B: 2; C: 110; D: -3; E: 105; F: 4; G: 1; H: 11; I: 11

At a glance, 3 of the compounds above.
Field names: A = MEKK2mut PB1 HTS; B = NALP1 yeast inh; C = MEKK2 WT-MEK5; D = IDE inh; E = MEKK3 PB1 HTS; F = IDE cell activ; G = M18AAP inhibitor; H = p-CIP stab down; I = SUMO HTRF inh
Cc1ccc2c(cnn2C(=O)CCC(=O)NCc2ccccc2Cl)c1
  A: 2; B: 11; C: 98; D: 0; E: 100; F: 8; G: 5; H: 14; I: 3
Cc1cc2ncc(C(=O)Nc3ccsc3C(=O)O)c(C)n2n1
  A: -12; B: -10; C: 80; D: 3; E: 85; F: 4; G: 12; H: 8; I: -1
CCCCNC(=O)c1cn(CC)c2cc(N3CCN(C(=O)c4ccco4)CC3)c(F)cc2c1=O
  A: 2; B: 2; C: 110; D: -3; E: 105; F: 4; G: 1; H: 11; I: 11

The results go on.
Field names: A = MEKK2mut PB1 HTS; B = NALP1 yeast inh; C = MEKK2 WT-MEK5; D = IDE inh; E = MEKK3 PB1 HTS; F = IDE cell activ; G = M18AAP inhibitor; H = p-CIP stab down; I = SUMO HTRF inh
O=C(O)/C=C/c1ccc(S(=O)(=O)N2CCCCCC2)cc1
  A: 0; B: -2; C: 94; D: 3; E: 102; F: 0; G: -7; H: -1; I: 7
CCCC1CCC(c2ccc(/C(N)=N/O)cc2)CC1 (stereo unspecified)
  A: -6; B: 5; C: 92; D: -2; E: 85; F: 2; G: 1; H: -18; I: -11
COc1ccccc1/C=C/C(=O)NCC(=O)N/N=C/c1cc(Br)ccc1OC
  A: -3; B: 9; C: 95; D: 6; E: 101; F: 1; G: 6; H: -26; I: 18
CC1C(=O)OC2C1CCC1(C)CCC(=O)C(C)C21 (stereo unspecified)
  A: 16; B: 7; C: 113; D: 1; E: 116; F: -3; G: -2; H: -10; I: 7

An excerpt; rates above refer to the full screens.
